# Compound activity: PubChem, The Scripps Research Institute Molecular Screening Center
# MITF inh: MITF inhibitors, primary screen, biochemical, AlphaScreen, human; AlphaScreen MITF homodimerization, bead proximity signal; Microphthalmia-associated transcription factor (Homo sapiens), O75030; inhibition, % at 2.6 µM; hit rate 0.91% among 650,000; AID 1259374, 2018; in the data active means inhibition above about 50%;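 further: 0% = vehicle wells with protein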
# Target sequence (O75030 whole entry, looked up): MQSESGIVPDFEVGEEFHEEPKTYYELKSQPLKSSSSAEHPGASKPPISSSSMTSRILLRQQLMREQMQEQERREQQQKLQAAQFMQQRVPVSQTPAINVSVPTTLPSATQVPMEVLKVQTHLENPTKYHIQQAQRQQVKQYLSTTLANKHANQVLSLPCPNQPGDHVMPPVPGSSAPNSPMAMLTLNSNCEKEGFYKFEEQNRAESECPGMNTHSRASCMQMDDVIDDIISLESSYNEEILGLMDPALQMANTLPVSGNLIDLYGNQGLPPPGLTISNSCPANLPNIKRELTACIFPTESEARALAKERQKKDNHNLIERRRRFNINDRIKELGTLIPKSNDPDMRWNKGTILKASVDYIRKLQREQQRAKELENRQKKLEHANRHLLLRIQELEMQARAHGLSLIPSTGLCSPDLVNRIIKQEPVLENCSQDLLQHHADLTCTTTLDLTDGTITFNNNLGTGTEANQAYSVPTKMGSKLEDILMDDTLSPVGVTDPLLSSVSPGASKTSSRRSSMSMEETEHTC
# GPR151 ag: activators of human GPR151, primary screen, cell-based, PathHunter beta-arrestin, luminescence. G-protein coupled receptor 151 (Homo sapiens), Q8TDV0. PathHunter beta-arrestin GPR151 cells. activation, % at 11.2 µM. hit rate 1% among 650,000. AID 1508602, 2020; in the data active means activation above about 4.9%;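 further: 0% = median of compound wells and 100% = cells with positive control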
# Target sequence (Q8TDV0 whole entry, looked up): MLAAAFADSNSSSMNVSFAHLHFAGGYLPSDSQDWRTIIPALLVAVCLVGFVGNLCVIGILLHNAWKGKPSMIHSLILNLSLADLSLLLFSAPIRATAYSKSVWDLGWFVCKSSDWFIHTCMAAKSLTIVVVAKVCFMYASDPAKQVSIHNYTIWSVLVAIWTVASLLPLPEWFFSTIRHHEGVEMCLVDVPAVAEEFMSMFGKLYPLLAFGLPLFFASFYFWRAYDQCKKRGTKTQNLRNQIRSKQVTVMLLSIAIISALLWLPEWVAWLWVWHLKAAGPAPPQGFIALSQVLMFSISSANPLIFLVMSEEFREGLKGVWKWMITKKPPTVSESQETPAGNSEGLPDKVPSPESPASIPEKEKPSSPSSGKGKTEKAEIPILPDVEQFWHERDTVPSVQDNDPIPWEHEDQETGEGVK
# TEAD-YAP inh: TEAD-YAP interaction inhibition, primary screen, TEAD-YAP interaction inhibitor project, luminescence, HEK-TIYL cells; inhibition, % at 9.12 µM; hit rate 1.4% among 640,000; TEAD-Gal4/YAP UAS-luciferase luminescence; AID 1259422, 2018; in the data active means inhibition above about 32%;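 further: 0% = median of test compound wells and 100% = reference inhibitor wells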
# FBW7 activator: FBW7 E3 ligase activators, primary screen, biochemical, AlphaScreen, human | F-box/WD repeat-containing protein 7 (Homo sapiens), Q969H0 | AlphaScreen FBW7–phospho-cyclin E peptide binding, activator screen | normalized activity (activation), % at 26.1 µM | hit rate 0.13% among 650,000; in the data active means normalized activity above about 1.9%;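 further: purified mutant Fbw7 with reduced substrate affinity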
# Starred values were filed as active, the others as inactive.
SMILES,MITF inh,GPR151 ag,TEAD-YAP inh,FBW7 activator
CCOc1ccccc1Nc1ncnc2c1c(-c1ccccc1)cn2-c1cccc(Cl)c1,7,4.4,-1,-0.1
COc1ccc(CN2CCC(N3CC(C)OC(C)C3)CC2)c(OC)c1OC (stereo not given),65*,0.5,9,-0.1
CCc1ccc(NC(=O)C(=O)NNC(=O)c2cccc(OC)c2)cc1,14,-0.8,9,-0.1
O=C(CN1C(=O)NC2(CCCC2)C1=O)c1ccccc1,2,-0.4,-6,0.0
CC1CCC(NC(=O)C2CCCN(S(=O)(=O)c3cccc4cccnc34)C2)CC1 (stereo not given),8,-0.7,12,0.0
O=C(COC(=O)c1ccccc1)c1ccc2c(c1)OCCO2,8,-6.5,6,0.2
COc1ccccc1CNC1CCc2c(sc3ncn(CC(C)C)c(=O)c23)C1 (stereo not given),12,2.3,8,-0.2
Cc1ccc2[nH]c(=O)c(CN(CCCO)C(=O)c3ccccc3C)cc2c1,2,-1.0,0,0.1
O=C(CN1C(=O)C2C3CCC(C3)C2C1=O)Nc1nnc(CC(=O)N2CCOCC2)s1 (stereo not given),-11,0.4,5,0.1
CCn1c(SCC(=O)Nc2cccc(C(=O)O)c2)nnc1-c1cccc(C)c1,7,-0.2,1,1.1
Cc1cc(C(C#N)c2ccccc2)n2ncnc2n1 (stereo not given),13,0.5,-1,0.0
O=C(NCc1cccc(Cl)c1)c1ccc(N2CC3CC(C2)c2cccc(=O)n2C3)c(NC(=O)c2ccc(Br)o2)c1 (stereo not given),10,0.6,-7,0.0
Cc1ccc(/C=N/NC(=O)c2cccc(I)c2)s1,-3,-0.4,-3,0.0
CN(Cc1ccccc1)S(=O)(=O)c1ccc(NC(=O)CSCc2ccccc2)cc1,15,-1.0,9,0.1
COc1ccc(Cl)cc1N1C(=O)CSC1c1ccccc1F (stereo not given),-1,0.3,6,0.0
CCN(CC)S(=O)(=O)c1ccc(NC(=O)Nc2ccc(Cl)cc2)cc1,16,-0.3,-13,0.3
CCC(Cc1ccccc1)NC(=O)c1cc(S(=O)(=O)N2CCCC2)cn1C (stereo not given),-12,0.6,5,0.1
CCOC(=O)C1CCC(CNCc2ccccc2)CC1 (stereo not given),-4,-0.2,5,0.1
O=c1/c(=C/c2ccc(I)o2)sc2nc3ccccc3n12,7,0.7,-6,-0.1
CCN1CCCC1CNC(=O)C1c2ccccc2C(=O)N(C)C1c1ccc(OC)c(OC)c1 (stereo not given),-6,-0.2,5,-0.3
CC1=C/C(=N/NC(=O)c2ccc(NS(=O)(=O)c3cccs3)cc2)CC(C)(C)C1,7,1.5,-5,0.2
COCc1ccc(-c2ccc(OC3CCNCC3)cc2)cc1,-5,-0.1,38*,-0.1
CSc1ccccc1NC(=O)CN(c1ccc(C)c(Cl)c1)S(C)(=O)=O,-5,-2.7,-2,-0.2
Cn1cc(CN[C@H]2C[C@H]3C(=O)N4CCC[C@@H]4C(=O)N3C2)c(-c2ccccc2)n1,16,1.6,-3,0.2
Cc1sc2ncn(CC(=O)NCc3cccs3)c(=O)c2c1C,-8,1.9,-2,-0.2
# Going on with the list:
SMILES,MITF inh,GPR151 ag,TEAD-YAP inh,FBW7 activator
O=c1[nH]c(=O)n(Cc2ccccc2)cc1Cl,11,-1.2,-2,0.0
CCOc1cc(NC(=O)c2ccccc2)c(OCC)cc1NC(=O)Nc1ccccc1OC,-12,-0.6,-7,-0.2
CCCCc1nnc(NC(=O)Nc2ccc(F)cc2)s1,17,0.2,-15,0.9
CCCCc1nc(SCC(=O)Nc2nncs2)n[nH]1,13,-0.8,10,0.0
CCOC(=O)c1ccccc1NCN1C(=O)c2ccc([N+](=O)[O-])cc2C1=O,2,1.1,3,-0.1
COc1ccc(C(=O)Nc2nnc(-c3ccccc3Cl)o2)c(OC)c1,-3,-0.9,-19,0.5
Cc1ccc(-c2noc(C3CCCN(S(=O)(=O)c4cc(Cl)ccc4C)C3)n2)o1 (stereo not given),-211,0.4,5,0.2
CN1CCN(/N=C/c2nc(-c3ccccc3Cl)n3ccccc23)CC1,26,0.7,1,-0.2
COC(=O)c1cc[n+](CC(=O)c2ccccc2)cc1,-1,-0.9,-10,0.0
Cc1ccc2c(c1)c(=O)c1ccccc1n2CC(=O)Nc1ccc(F)cc1F,77*,-0.5,-1,0.1
CCOc1ccc(C2=NC(c3cccc(OC)c3)NC(c3cccc(OCC)c3O)C2)cc1 (stereo not given),-9,1.8,0,-0.5
CCN(CC)C(=O)C1CCCN(c2ccc(-n3cc(CC(=O)NC4CCN(Cc5ccccc5)CC4)c4ccccc43)nn2)C1 (stereo not given),6,-1.0,-4,0.1
COC(=O)C1=C(O)/C(=C\c2ccc(Cl)c(Cl)c2)N=C1C,-12,-0.6,1,-0.1
Cc1cc(C)c2cc(CN(CCO)C(=O)Nc3ccc(F)cc3)c(=O)[nH]c2c1,-3,2.1,2,0.3
CCOC(=O)CNC(=O)c1ccc(Cl)c([N+](=O)[O-])c1,3,-1.1,-5,0.1
O=C(OCc1cccc(F)c1)c1cc(Br)ccc1O,-16,0.4,-6,0.2
Cn1ccc(CC(=O)N2CCC(C3(Cc4ccccc4)NC(=O)NC3=O)CC2)c1 (stereo not given),8,-0.3,-10,0.1
COC(=O)C1=CN(C(CC(C)C)C(=O)OC)C=C(C(=O)OC)C1c1ccc(Br)cc1 (stereo not given),2,1.5,7,0.1
CC(=O)Oc1ccc(C(=O)N2CCCCCC2)cc1,-1,3.5,-5,0.1
CC(C)CC(NS(=O)(=O)c1ccc(C(C)(C)C)cc1)C(=O)O (stereo not given),-7,2.8,0,-0.1
CCOc1ccc2sc(C=NCc3ccncc3)c(O)c2c1,3,0.0,3,-0.2
CCOc1cccc(C2CC(c3ccc(Br)cc3)=NC(CC(C)C)N2)c1O (stereo not given),1,1.5,-8,-0.1
Cc1ccccc1NC(=O)Cn1ncc2ccccc21,-1,-1.2,-4,-0.2
COC(=O)c1c(NC(=O)C2CCCO2)sc2c1-c1ccc(OC)cc1CC2 (stereo not given),2,1.1,9,0.0
CCOc1ccc(C(=O)NC(=S)Nc2cc(C)ccn2)cc1,-7,-1.3,-52,0.2
# Next section
SMILES,MITF inh,GPR151 ag,TEAD-YAP inh,FBW7 activator
Cc1nc(NCC2CC2)sc1-c1ccn(C2CCCC2)n1,8,-0.1,8,0.6
Cc1cc(C)n(C(Nc2ccc(Cl)cn2)c2ccc(C)o2)n1 (stereo not given),-2,1.9,0,-0.2
O=C(CCN1CCN(c2ccc([N+](=O)[O-])cc2)CC1)Nc1ccc(Cl)cc1,5,2.3,2,0.1
CN1CCN(C2=C(Nc3ccc(F)c(F)c3)C(=O)c3ccccc3C2=O)CC1,8,-0.2,-4,-0.1
COc1cc([N+](=O)[O-])ccc1N1C(=O)CC(Sc2nccc(C)n2)C1=O (stereo not given),13,0.2,3,-0.1
O=C(CNc1n[nH]c(=O)[nH]c1=O)N/N=C/c1cccs1,8,1.2,17,0.6
CCCOc1ccc(N2C(=O)CC(N3CCCCC3CC)C2=O)cc1 (stereo not given),19,-0.2,-4,0.1
CC(NC(=O)c1ccccc1Br)c1ccc2c(c1)OCCO2 (stereo not given),8,-0.8,4,0.1
CCOc1ccccc1-n1c(SCC(=O)N2CCOCC2)nnc1-c1ccccn1,-7,-0.5,3,0.7
CCOC(=O)C1CCN(C(c2ccccc2)c2sc3ncnn3c2O)CC1 (stereo not given),4,0.8,5,0.1
CCOC(=O)c1c(-c2ccc(C)c(C)c2)csc1NC(=O)CCN1CCOCC1,42,-0.8,-6,-0.2
CCN(CC)S(=O)(=O)c1ccc(S(=O)(=O)N2CCN(C3CCCC3)CC2)cc1,-7,-1.0,5,-0.2
CCC(C)[C@@H](C(=O)NCc1ccc(F)cc1)N1Cc2ccccc2C1=O (stereo not given in full),1,-0.6,5,-0.2
Cc1ccc(S(=O)(=O)Nc2ccc(-c3cn4cccnc4n3)cc2)cc1[N+](=O)[O-],-3,0.3,3,0.0
CN(C)CCNC(=O)CN1N=C(c2ccccc2)CCC1=O,4,-0.1,-3,0.0
CC(C)N1C(=O)CCC1C(=O)NCc1ccco1 (stereo not given),4,1.0,-4,0.1
O=[N+]([O-])c1ccc(N2CCN(CCO)CC2)cc1NCCOc1ccc(Cl)cc1,8,-0.9,-8,-0.1
CCCOc1ccc(C(=O)Nc2nnn(CC)n2)cc1,-2,-1.4,-8,0.3
CC(C)n1c(N(C)C)nc2c1c(=O)n(C)c(=O)n2C,-5,-1.0,-7,0.0
CCOc1cc(S(=O)(=O)NC2CCCCCC2)ccc1F,2,-1.2,9,-0.1
CCN(c1cccc(C)c1)S(=O)(=O)c1ccc2[nH]cc(C(=O)N3CCC(C)CC3)c(=O)c2c1,8,-1.0,3,0.0
CCOC(=O)C1CCCN(C(=O)c2c[nH]c3ccc(S(=O)(=O)N(C)c4cc(C)ccc4C)cc3c2=O)C1 (stereo not given),6,1.9,6,0.1
Clc1cccc(CNc2nnnn2-c2ccccc2)c1,10,0.6,11,0.0
CCOC(=O)N1CCc2c(sc(NCc3sccc3C)c2C(=O)Nc2cc(Cl)ccc2OC)C1,6,0.7,-4,-0.2
O=C(CN1CCCC1)NCCCNc1ccc(C(F)(F)F)cc1[N+](=O)[O-],3,-0.1,5,-0.1

# Some of the entries above, reformatted:
SMILES: CCOC(=O)C1CCC(CNCc2ccccc2)CC1 (stereo not given)
  MITF inh: -4
  GPR151 ag: -0.2
  TEAD-YAP inh: 5
  FBW7 activator: 0.1
SMILES: O=c1/c(=C/c2ccc(I)o2)sc2nc3ccccc3n12
  MITF inh: 7
  GPR151 ag: 0.7
  TEAD-YAP inh: -6
  FBW7 activator: -0.1

# Next part:
SMILES,MITF inh,GPR151 ag,TEAD-YAP inh,FBW7 activator
O=C1NC2NC(=O)N(C(Cc3ccccc3)C(=O)O)C2N1 (stereo not given),-19,-1.6,19,-0.2
CCOC(=O)C1=C(C)Nc2nc(-c3cccs3)nn2C1c1sccc1C (stereo not given),-2,-0.5,-7,0.1
O=S(=O)(c1ccccc1)N1CCC(O)C2CCCCC21 (stereo not given),13,1.5,7,-0.1
Cc1ccc(NC(=O)C2CCN(c3c(N4CCCC4)c(=O)c3=O)CC2)cc1C,10,-3.6,3,0.1
CC1Cc2ccccc2N1C(=O)CCl (stereo not given),7,1.9,8,-0.2
Cc1cccc(CN2CCN(S(=O)(=O)c3ccccc3[N+](=O)[O-])CC2)c1,59*,-0.2,5,0.0
N#Cc1nc(-c2ccc(F)cc2)oc1N1CCC(C(N)=O)CC1,-11,-0.5,1,-0.1
COC(=O)CSc1nnc(CSc2ncccn2)n1-c1cccc(C(F)(F)F)c1,19,-2.0,0,0.2
Cc1ccc(-n2c(N)c(C(=O)Nc3ccccc3)sc2=S)cc1C,0,1.5,-7,-0.3
O=c1c2c(-c3ccccc3)csc2nc2c3ccccc3c(NCCCN3CCOCC3)nn12,19,-0.4,-4,0.9
CCCCN(C)CCCN(Cc1ccco1)C(=S)Nc1cc(Cl)ccc1OC,4,-0.1,-16,-0.3
COc1ccccc1N1CCN(Cc2ccc(NC(C)=O)cc2)CC1,25,-0.8,5,-0.1
O=S(=O)(NCCOc1ccc(F)cc1)c1ccc(Cl)s1,8,-1.0,1,1.0
COC(=O)C1=CN(C)C=C(C(=O)OC)C1c1ccc(OC)c(O)c1,16,-1.1,2,0.0
O=C(Nc1ccc(Br)cc1)c1cc2ccccc2oc1=O,6,1.7,-8,0.0
CCCc1nnc(NC(=O)NCN2C(=O)C3C4C=CC(C4)C3C2=O)s1 (stereo not given),-7,1.7,6,-0.1

# Structures above that contain a thiophene ring, fused or not:
SMILES,MITF inh,GPR151 ag,TEAD-YAP inh,FBW7 activator
COc1ccccc1CNC1CCc2c(sc3ncn(CC(C)C)c(=O)c23)C1 (stereo not given),12,2.3,8,-0.2
Cc1ccc(/C=N/NC(=O)c2cccc(I)c2)s1,-3,-0.4,-3,0.0
CC1=C/C(=N/NC(=O)c2ccc(NS(=O)(=O)c3cccs3)cc2)CC(C)(C)C1,7,1.5,-5,0.2
Cc1sc2ncn(CC(=O)NCc3cccs3)c(=O)c2c1C,-8,1.9,-2,-0.2
CCOc1ccc2sc(C=NCc3ccncc3)c(O)c2c1,3,0.0,3,-0.2
COC(=O)c1c(NC(=O)C2CCCO2)sc2c1-c1ccc(OC)cc1CC2 (stereo not given),2,1.1,9,0.0
O=C(CNc1n[nH]c(=O)[nH]c1=O)N/N=C/c1cccs1,8,1.2,17,0.6
CCOC(=O)c1c(-c2ccc(C)c(C)c2)csc1NC(=O)CCN1CCOCC1,42,-0.8,-6,-0.2
CCOC(=O)N1CCc2c(sc(NCc3sccc3C)c2C(=O)Nc2cc(Cl)ccc2OC)C1,6,0.7,-4,-0.2
CCOC(=O)C1=C(C)Nc2nc(-c3cccs3)nn2C1c1sccc1C (stereo not given),-2,-0.5,-7,0.1
O=c1c2c(-c3ccccc3)csc2nc2c3ccccc3c(NCCCN3CCOCC3)nn12,19,-0.4,-4,0.9
O=S(=O)(NCCOc1ccc(F)cc1)c1ccc(Cl)s1,8,-1.0,1,1.0

# The order is random; 3.5% or so of the library scored in one or more.
